Screening results (PubChem)
PLC-gamma1 inh: inhibitors of human phospholipase C gamma1. P19174. purified PLC-gamma1, fluorogenic substrate, fluorescence. inhibition, % at 12.2 µM. 0.84% of 370,000 active; in the data active = inhibition above about 9.5%
NR1D1 modulator: modulators of human Rev-erb alpha DNA binding; P20393; Rev-erbα–FITC-DNA binding, fluorescence polarization, 90 min; activity, % at 10 µM; 0.79% of 370,000 active; AID 1259318;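 active = activity above about 14%, limit read from the data; passing the limit was not always enough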;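 note: 0% = DMSO wells with 35 nM protein and 100% = DMSO wells with 750 nM protein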
UHRF1 binding: blocks human UHRF1 binding to methylated DNA; Q96T88; UHRF1 binding to methylated oligo, TR-FRET; inhibition, % at 4.4 µM; 0.75% of 370,000 active; in the data active = inhibition above about 21%;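 note: UHRF1 SRA domain binding a hemimethylated CpG hairpin DNA probe; 0% = median of test compound wells and 100% = reference inhibitor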
proKLK7 act: activators of human kallikrein-7 zymogen; purified proKLK7, EDANS-DABCYL substrate fluorescence; 100% is mature enzyme control, 0% vehicle; activation, % at 7 µM; 0.9% of 370,000 active; AID 652039;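 active = activation above the mean of all tested compounds plus 3 SD, computed per campaign excluding outliers beyond control limits, cut at about 13% in these data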
Target sequence (P49862 whole entry, looked up): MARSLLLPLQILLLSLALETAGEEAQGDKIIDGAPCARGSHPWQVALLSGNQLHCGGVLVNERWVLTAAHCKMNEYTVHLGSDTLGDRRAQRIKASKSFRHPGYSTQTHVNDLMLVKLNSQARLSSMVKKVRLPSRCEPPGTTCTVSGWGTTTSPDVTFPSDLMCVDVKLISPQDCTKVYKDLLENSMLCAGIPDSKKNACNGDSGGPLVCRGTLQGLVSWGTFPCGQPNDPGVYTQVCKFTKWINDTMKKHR
Tn6 DDE FP: disrupts Tn6 cyclic peptide binding to fibrin D-Dimer-E complex | 0.21% of 370,000 active | inhibition, % at 8.3 µM | Fibrin DD(E) TRITC-Tn6 fluorescence polarization displacement;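 active = inhibition above a per-campaign cutoff: mean of compounds within control limits plus 3 SD, cut at about 15% in these data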;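 note: 0% = median of all compound wells on the plate and 100% = blocking peptide control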
ARFGAP1 inh: rat ARFGAP1 inhibition | Arfgap1-stimulated ARF1 GTP hydrolysis, GDP FP detection | inhibition, % at 16.5 µM | 0.26% of 360,000 active | AID 651572;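 active = inhibition above a per-plate limit, mean inhibition of low control wells plus 3 SD, cut at about 25% in these data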;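 note: 0% = DMSO wells with enzyme and 100% = wells lacking Arfgap1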
Target sequence (Q62848 1-136 limits assumed): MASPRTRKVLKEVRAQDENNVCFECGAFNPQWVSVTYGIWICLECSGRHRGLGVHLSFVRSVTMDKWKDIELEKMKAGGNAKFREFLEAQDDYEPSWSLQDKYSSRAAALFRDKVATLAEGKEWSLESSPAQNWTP
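Repeats: one replicate per compound; assay system: rat Arfgap1 catalytic domain, aa 1-136; times: enzyme reaction 120 min at 25 °C after 20 min preincubation; detection: FP of antibody-bound GDP Alexa 633 tracer, ex 620/em 688 nm; benchmarks: high control wells lacking Arfgap1, low control full reaction with DMSO; reagent: human ARF1(Δ1-17)-GTP substrate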
PLCb3 inh: PLC-beta3 (human) inhibition, primary screen; Q01970; AID 720704; 0.18% of 370,000 active; Purified PLC-beta3, fluorogenic substrate, fluorescence; inhibition, % at 12.2 µM; in the data active = inhibition above about 11%;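 note: 0% = median of compound wells on plate and 100% = full blocker control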
ASAP1 inh: blocks human ASAP1-stimulated Arf1 GTP hydrolysis. Q9ULH1. 0.19% of 360,000 active. AID 624377. GDP FP detection. inhibition, % at 16.5 µM; in the data active = inhibition above about 25%;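 note: 0% = vehicle with enzyme and substrate and 100% = no enzyme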
HGIII-sPLA2 inh: Blocks human group III sPLA2 activity; QFRET BODIPY PC-A2 liposome hydrolysis, fluorescence; inhibition, % at 12.2 µM; 0.56% of 370,000 active; AID 743126;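 active = inhibition above mean plus 3 SD of compounds lying within the high and low control bounds, cut at about 19% in these data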;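 note: 0% = median of test compound wells and 100% = no enzyme DMSO wells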
Target sequence (Q9NZ20 whole entry, looked up): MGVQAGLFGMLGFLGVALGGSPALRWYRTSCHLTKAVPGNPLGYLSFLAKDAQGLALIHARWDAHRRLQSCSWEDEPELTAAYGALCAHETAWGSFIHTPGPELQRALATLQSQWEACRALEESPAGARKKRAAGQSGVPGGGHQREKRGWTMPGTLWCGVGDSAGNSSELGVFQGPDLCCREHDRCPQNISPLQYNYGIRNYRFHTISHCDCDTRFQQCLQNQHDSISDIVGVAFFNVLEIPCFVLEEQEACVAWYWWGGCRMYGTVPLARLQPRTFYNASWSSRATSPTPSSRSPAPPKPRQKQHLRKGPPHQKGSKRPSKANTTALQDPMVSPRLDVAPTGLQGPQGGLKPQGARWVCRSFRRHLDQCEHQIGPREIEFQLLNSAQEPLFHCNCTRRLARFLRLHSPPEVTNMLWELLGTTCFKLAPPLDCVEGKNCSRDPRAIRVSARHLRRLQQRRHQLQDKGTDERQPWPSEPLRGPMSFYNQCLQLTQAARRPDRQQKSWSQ
DDE Tn7 FP inh: disrupts Tn7 cyclic peptide binding to fibrin D-Dimer-E complex. FP displacement of FITC-Tn7 peptide from fibrin DD(E); 0% = median of compound wells per plate. inhibition, % at 8.3 µM. 0.13% of 370,000 active;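 active = inhibition above the mean of compounds falling within the control limits plus 3 SD of them, cut at about 14% in these data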;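 note: 0% = plate median of compound wells and 100% = 10 µM Aha-Tn7 peptide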
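System: human fibrin DD(E); quantity: Fibrin-DD(E) at 2 µM final; also added: fluorescent Tn7 probe at 0.1 µM; compound dosing: single nominal test concentration of 8.3 µM per compound; schedule: 10 min preincubation, 3 h with tracer, room temperature; detection: fluorescence polarization of the labelled Tn7 tracer; repeats: one replicate per compound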
* marks the source's active call; other numbers are inactive results. Compounds as they come (roughly 4.5% active in at least one column).

Results for CCOC(=O)N1CCN(C(=O)c2ccc(N(Cc3ccccc3Cl)S(C)(=O)=O)cc2)CC1 ?
PLC-gamma1 inh: -1; NR1D1 modulator: 2; UHRF1 binding: 2; proKLK7 act: 0.2; Tn6 DDE FP: -2; ARFGAP1 inh: 12; PLCb3 inh: -5; ASAP1 inh: 1; HGIII-sPLA2 inh: 3; DDE Tn7 FP inh: 7

Results for COC(=O)c1ccc(OCC(O)CN(CCO)CC(O)Cn2ccc3ccccc32)cc1 (stereo not given) ?
PLC-gamma1 inh: 3; NR1D1 modulator: 4; UHRF1 binding: -2; proKLK7 act: -0.1; Tn6 DDE FP: 1; ARFGAP1 inh: 2; PLCb3 inh: 1; ASAP1 inh: 18; HGIII-sPLA2 inh: -23; DDE Tn7 FP inh: -1

Results for O=C(O)CN1C(=O)C(=O)N(Cc2ccc(Cl)c(Cl)c2)C1=O ?
PLC-gamma1 inh: 0; NR1D1 modulator: 2; UHRF1 binding: -3; proKLK7 act: 0.1; Tn6 DDE FP: -11; ARFGAP1 inh: -3; PLCb3 inh: -5; ASAP1 inh: 2; HGIII-sPLA2 inh: -10; DDE Tn7 FP inh: 2

Results for COc1ccc(OC)c(NC(=O)c2cccc(NC(=O)c3ccccc3)c2)c1 ?
PLC-gamma1 inh: 1; NR1D1 modulator: 2; UHRF1 binding: 3; proKLK7 act: 0.7; Tn6 DDE FP: 5; ARFGAP1 inh: 2; PLCb3 inh: -6; ASAP1 inh: 11; HGIII-sPLA2 inh: -5; DDE Tn7 FP inh: -3

How did COc1ccc(S(=O)(=O)NCCc2ccccc2)c2cccnc12 do in these assays?
PLC-gamma1 inh: -11; NR1D1 modulator: -6; UHRF1 binding: 3; proKLK7 act: 0.4; Tn6 DDE FP: -2; ARFGAP1 inh: 1; PLCb3 inh: -18; ASAP1 inh: -15; HGIII-sPLA2 inh: 4; DDE Tn7 FP inh: 4

What do the screens show for `Cc1cc(C)nc(NS(=O)(=O)c2ccc(N3C(=O)C4CC=C(Cl)CC4C3=O)cc2)n1` (stereo not given)?
PLC-gamma1 inh: -5; NR1D1 modulator: 0; UHRF1 binding: 2; proKLK7 act: -0.7; Tn6 DDE FP: -6; ARFGAP1 inh: 15; PLCb3 inh: -5; ASAP1 inh: 1; HGIII-sPLA2 inh: -15; DDE Tn7 FP inh: -4

What do the screens show for `CCOC(=O)c1c(NC(=O)C2CCCN(S(=O)(=O)c3ccccc3)C2)sc2c1CCCC2` (stereo not given)?
PLC-gamma1 inh: -1; NR1D1 modulator: 24*; UHRF1 binding: -3; proKLK7 act: -0.4; Tn6 DDE FP: 4; ARFGAP1 inh: -10; PLCb3 inh: 2; ASAP1 inh: 2; HGIII-sPLA2 inh: 8; DDE Tn7 FP inh: 4

How did CCN(CC)S(=O)(=O)c1ccc2[nH]c(=O)cc(C(=O)Nc3ccc(C)c(S(=O)(=O)N(CC)CC)c3)c2c1 do in these assays?
PLC-gamma1 inh: 4; NR1D1 modulator: 1; UHRF1 binding: -1; proKLK7 act: -0.4; Tn6 DDE FP: -6; ARFGAP1 inh: -5; PLCb3 inh: -2; ASAP1 inh: 1; HGIII-sPLA2 inh: -50; DDE Tn7 FP inh: 10

Results for CN(C)c1ccc(-c2nc3n(n2)C(c2cccnc2)C2=C(CC(C)(C)CC2=O)N3)cc1 (stereo not given) ?
PLC-gamma1 inh: -1; NR1D1 modulator: 1; UHRF1 binding: -2; proKLK7 act: -0.1; Tn6 DDE FP: -2; ARFGAP1 inh: 0; PLCb3 inh: -3; ASAP1 inh: 9; HGIII-sPLA2 inh: 2; DDE Tn7 FP inh: 1

How did CCC1(C)Cc2c(sc3nc(SC)[nH]c(=O)c23)CO1 (stereo not given) do in these assays?
PLC-gamma1 inh: 0; NR1D1 modulator: 1; UHRF1 binding: -1; proKLK7 act: 0.3; Tn6 DDE FP: -2; ARFGAP1 inh: 0; PLCb3 inh: -4; ASAP1 inh: 11; HGIII-sPLA2 inh: -1; DDE Tn7 FP inh: -8

How did CC(C)CC(=O)Nc1ccc(C(=O)COc2ccc(-c3nnco3)cc2)cc1 do in these assays?
PLC-gamma1 inh: -1; NR1D1 modulator: -1; UHRF1 binding: 2; proKLK7 act: -0.1; Tn6 DDE FP: 2; ARFGAP1 inh: 7; PLCb3 inh: -5; ASAP1 inh: 10; HGIII-sPLA2 inh: -7; DDE Tn7 FP inh: 0

Results for COc1ccc(-c2cc(C(=O)N3CCCCCC3)no2)cc1OC ?
PLC-gamma1 inh: -4; NR1D1 modulator: 3; UHRF1 binding: 1; proKLK7 act: 0.6; Tn6 DDE FP: 8; ARFGAP1 inh: 3; PLCb3 inh: -13; ASAP1 inh: 6; HGIII-sPLA2 inh: 7; DDE Tn7 FP inh: -9

How did COc1ccc(C2=NN(C(=O)CN3CCCC3)C(c3ccc(OC)cc3)C2)cc1 (stereo not given) do in these assays?
PLC-gamma1 inh: -1; NR1D1 modulator: 5; UHRF1 binding: -2; proKLK7 act: -0.9; Tn6 DDE FP: 9; ARFGAP1 inh: -6; PLCb3 inh: -12; ASAP1 inh: -12; HGIII-sPLA2 inh: -6; DDE Tn7 FP inh: 2

Results for Cc1cnc(C(=O)Nc2cccc(-c3nnc4n3CCCCC4)c2)cn1 ?
PLC-gamma1 inh: -2; NR1D1 modulator: 14; UHRF1 binding: 1; proKLK7 act: 0.3; Tn6 DDE FP: 4; ARFGAP1 inh: 1; PLCb3 inh: -1; ASAP1 inh: -2; HGIII-sPLA2 inh: 3; DDE Tn7 FP inh: -3

Results for CCCCCCSc1nnc(N)s1 ?
PLC-gamma1 inh: 1; NR1D1 modulator: -5; UHRF1 binding: 1; proKLK7 act: 0.1; Tn6 DDE FP: 7; ARFGAP1 inh: -4; PLCb3 inh: -1; ASAP1 inh: 1; HGIII-sPLA2 inh: -4; DDE Tn7 FP inh: 1

What do the screens show for `CSc1nc(C)cc(C)c1C#N`?
PLC-gamma1 inh: 1; NR1D1 modulator: -2; UHRF1 binding: 0; proKLK7 act: 0.0; Tn6 DDE FP: 3; ARFGAP1 inh: -2; PLCb3 inh: 2; ASAP1 inh: -16; HGIII-sPLA2 inh: -1; DDE Tn7 FP inh: 5

Results for COc1cccc2sc3cc(C#Cc4ccccn4)ccc3c(=O)c12 ?
PLC-gamma1 inh: -200; NR1D1 modulator: -8; UHRF1 binding: 16; proKLK7 act: -6.8; Tn6 DDE FP: -3; ARFGAP1 inh: 3; PLCb3 inh: -289; ASAP1 inh: 1; HGIII-sPLA2 inh: 7; DDE Tn7 FP inh: -1

Results for CC(C)(C)OC(=O)NCc1ccc(CNC(=O)c2[nH]cnc2C(=O)Nc2ccccc2F)cc1 ?
PLC-gamma1 inh: 3; NR1D1 modulator: 6; UHRF1 binding: -2; proKLK7 act: -0.3; Tn6 DDE FP: -12; ARFGAP1 inh: 3; PLCb3 inh: 2; ASAP1 inh: 7; HGIII-sPLA2 inh: -4; DDE Tn7 FP inh: 3

How did CC(=O)Oc1ccc(C(=O)Cc2ccc3ccccc3n2)c(O)c1C do in these assays?
PLC-gamma1 inh: 2; NR1D1 modulator: -6; UHRF1 binding: 3; proKLK7 act: 0.6; Tn6 DDE FP: 3; ARFGAP1 inh: -3; PLCb3 inh: 1; ASAP1 inh: -10; HGIII-sPLA2 inh: -2; DDE Tn7 FP inh: 0

What do the screens show for `O=c1cc(-c2ccccc2)nc(N2CCCCC2)[nH]1`?
PLC-gamma1 inh: -7; NR1D1 modulator: -1; UHRF1 binding: 0; proKLK7 act: -1.6; Tn6 DDE FP: 6; ARFGAP1 inh: -5; PLCb3 inh: -6; ASAP1 inh: 9; HGIII-sPLA2 inh: -4; DDE Tn7 FP inh: 1

How did CC(Sc1nnc(CN2CCCC2)n1Cc1ccccc1)C(=O)Nc1ccc(F)cc1 (stereo not given) do in these assays?
PLC-gamma1 inh: 4; NR1D1 modulator: -6; UHRF1 binding: 2; proKLK7 act: 0.0; Tn6 DDE FP: 1; ARFGAP1 inh: 9; PLCb3 inh: -5; ASAP1 inh: -2; HGIII-sPLA2 inh: 6; DDE Tn7 FP inh: 1

How did CC1(C)CC(=O)C=C(OC(=O)c2ccc(Cl)cc2)C1 do in these assays?
PLC-gamma1 inh: -3; NR1D1 modulator: 3; UHRF1 binding: 5; proKLK7 act: 0.4; Tn6 DDE FP: 10; ARFGAP1 inh: 1; PLCb3 inh: -4; ASAP1 inh: -1; HGIII-sPLA2 inh: 5; DDE Tn7 FP inh: 0

What do the screens show for `CCOC(=O)CC1NCCc2c1[nH]c1ccc(OC)cc21` (stereo not given)?
PLC-gamma1 inh: -26; NR1D1 modulator: 5; UHRF1 binding: -2; proKLK7 act: 0.6; Tn6 DDE FP: -3; ARFGAP1 inh: -4; PLCb3 inh: -28; ASAP1 inh: 4; HGIII-sPLA2 inh: 1; DDE Tn7 FP inh: -3

What do the screens show for `CCn1c(=O)n(CC)c2cc(S(=O)(=O)NCCOc3ccccc3)c(C)cc21`?
PLC-gamma1 inh: 0; NR1D1 modulator: -3; UHRF1 binding: -1; proKLK7 act: -0.2; Tn6 DDE FP: -11; ARFGAP1 inh: -2; PLCb3 inh: -1; ASAP1 inh: 3; HGIII-sPLA2 inh: -5; DDE Tn7 FP inh: 1

Results for Cc1ccc2nc(SCC(=O)Nc3ccc4c(c3)OCO4)nc(=O)n2c1 ?
PLC-gamma1 inh: 1; NR1D1 modulator: -3; UHRF1 binding: -3; proKLK7 act: 0.3; Tn6 DDE FP: -3; ARFGAP1 inh: -3; PLCb3 inh: 1; ASAP1 inh: 7; HGIII-sPLA2 inh: 5; DDE Tn7 FP inh: 4

Results for CC[C@@]12C(=O)N(c3cccc(Br)c3)C(=O)N1[C@H](c1ccc(Cl)cc1)[C@@H]1C(=O)N(C3CCCCC3)C(=O)[C@@H]12 ?
PLC-gamma1 inh: 2; NR1D1 modulator: 8; UHRF1 binding: -3; proKLK7 act: -0.2; Tn6 DDE FP: 4; ARFGAP1 inh: 6; PLCb3 inh: -1; ASAP1 inh: -5; HGIII-sPLA2 inh: -12; DDE Tn7 FP inh: -6

Grouped by structure, those above containing fluorine (two)
Results for CC(C)(C)OC(=O)NCc1ccc(CNC(=O)c2[nH]cnc2C(=O)Nc2ccccc2F)cc1 ?
PLC-gamma1 inh: 3; NR1D1 modulator: 6; UHRF1 binding: -2; proKLK7 act: -0.3; Tn6 DDE FP: -12; ARFGAP1 inh: 3; PLCb3 inh: 2; ASAP1 inh: 7; HGIII-sPLA2 inh: -4; DDE Tn7 FP inh: 3

How did CC(Sc1nnc(CN2CCCC2)n1Cc1ccccc1)C(=O)Nc1ccc(F)cc1 (stereo not given) do in these assays?
PLC-gamma1 inh: 4; NR1D1 modulator: -6; UHRF1 binding: 2; proKLK7 act: 0.0; Tn6 DDE FP: 1; ARFGAP1 inh: 9; PLCb3 inh: -5; ASAP1 inh: -2; HGIII-sPLA2 inh: 6; DDE Tn7 FP inh: 1
